From PubChem
S1P3 agonist = agonists of human S1P3 receptor | S1P3 NFAT-BLA reporter cells, agonism, FRET ratio; relative to 1 µM S1P, basal subtracted | hit rate 0.1% among 60,000 | Q99500 | activation, % at 4.5 µM;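 active means activation above the screen-wide mean plus 3 SD, cut at about 4.5% in these data, passing the limit was not always enough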; further: some compounds called inactive have numbers as strong as hits
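Measure – % activation relative to 1 µM S1P (100%), per plate · System – stable CHO line with human S1P3, Gα16, NFAT-BLA reporter · Timing – cells plated overnight, compound 4 h 37 °C, substrate 2 h RT · Technique – fluorescent BLA substrate, ex 405 nm, em 460/535 nm ratio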
HEK293 NFkB inh = lowers PMA/ionomycin-induced NF-kB signal in HEK293 cells; HEK-293 NF-kB luciferase reporter, luminescence; inhibition, % at 3 µM; hit rate 0.21% among 62,000; AID 465;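 active means inhibition above the mean of all tested compounds plus 3 SD, cut at about 40% in these data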;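 further: 0% = stimulated DMSO wells and 100% = 10 µM reference inhibitor 5653914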
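System: NF-kB luciferase reporter HEK-293 cells | Replication: Single test | Control set: DMSO vs reference inhibitor | Evaluation: % inhibition | Schedule: 1 h pretreatment, 16 h stimulation, 37 °C | Probe or stimulus: PMA with ionomycin | Compound dosing: One dose, 3 µM | Detection: Luciferase luminescence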
D1 mod = allosteric modulators of human D1 dopamine receptor; hit rate 5.9% among 58,000; AID 641; HEK293 D1, CRE-luciferase, dopamine EC30 potentiation; actives deviate in either direction; B-score at 10 µM;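 active means luminescence count or its row- and column-corrected plate score outside the 99.7% band of the plate's sample wells, on either side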
Jurkat tox 60K = cytotoxic compounds reducing Jurkat cell viability; Jurkat E6.1 viability, ATP luminescence, 48 h; inhibition, % at 4 µM; AID 463; hit rate 1.2% among 56,000;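 active means inhibition above the mean inhibition of all tested compounds plus 3 SD, cut at about 28% in these data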
TNAP act DEA = activates human TNAP at intermediate phosphate acceptor concentration | P05186 | purified TNAP, CDP-star luminescence, 100 mM DEA, 30 min; hits give high values; scale: 0 levamisole-inhibited, 1 vehicle-only enzyme | activation factor at 20 µM | 64,000 tested, under 10 active | AID 813;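 active means activation factor of at least 2 at 20 µM, relative to controls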
Ec RNAP inh = blocks E. coli RNA polymerase transcription; P0A8V2; fluorescence transcription assay; inhibition, %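 (tested at 10 µM)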; hit rate 0.2% among 62,000; in the data active means inhibition above about 20%;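 further: 0% = enzyme without compound and 100% = no enzyme blank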
S1P1 ag pot = S1P1 (human) agonism or agonism potentiation | S1P1 CRE-bla cells, forskolin, beta-lactamase FRET, potentiator mode; S1P1 agonist co-added at EC20, 2 nM; 100% = saturating reference agonist, 0% = basal | hit rate 0.57% among 56,000 | AID 449 | activation, % at 9.5 µM;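 active means activation above a cutoff set at the mean activation of all tested compounds plus 3 SD, cut at about 54% in these data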;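 further: forskolin at 4 µM as EC80 and the EC20 agonist is SEW2871; 100% = SEW2871 at its EC100 plus forskolin at EC80; some compounds past the cut are filed as inactive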
Target sequence (P21453 whole entry, looked up): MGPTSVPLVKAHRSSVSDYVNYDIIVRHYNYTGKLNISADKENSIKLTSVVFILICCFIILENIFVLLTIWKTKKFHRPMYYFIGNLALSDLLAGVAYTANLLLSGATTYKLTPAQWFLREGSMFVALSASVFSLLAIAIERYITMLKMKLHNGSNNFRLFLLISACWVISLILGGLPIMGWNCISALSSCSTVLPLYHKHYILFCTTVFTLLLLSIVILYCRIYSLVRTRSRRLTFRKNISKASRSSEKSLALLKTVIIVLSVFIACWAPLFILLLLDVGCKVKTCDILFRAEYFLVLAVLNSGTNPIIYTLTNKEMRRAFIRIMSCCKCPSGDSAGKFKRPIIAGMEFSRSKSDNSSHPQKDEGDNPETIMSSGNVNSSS
M1 agonist = M1 muscarinic receptor agonism. CHO-M1 cells, Fluo-4 calcium fluorescence, agonist mode; hits give high values. B-score at 10 µM. hit rate 3% among 64,000. AID 626;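 active means fluorescence rise, raw or as B-score row- and column-corrected plate score, outside the 99.7% band of its plate's samples, either direction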
M1 antag = blocks the rat M1 muscarinic receptor response to acetylcholine; P08482; CHO-M1 cells, Fluo-4 calcium, ACh EC80 antagonist mode; hits give low values; B-score at 10 µM; hit rate 3.4% among 64,000; AID 628;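 active means calcium fluorescence response, raw or row-and-column corrected B-score, differing from the plate sample mean either way at a set confidence level, mostly lower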
Target sequence (P08482 whole entry, looked up): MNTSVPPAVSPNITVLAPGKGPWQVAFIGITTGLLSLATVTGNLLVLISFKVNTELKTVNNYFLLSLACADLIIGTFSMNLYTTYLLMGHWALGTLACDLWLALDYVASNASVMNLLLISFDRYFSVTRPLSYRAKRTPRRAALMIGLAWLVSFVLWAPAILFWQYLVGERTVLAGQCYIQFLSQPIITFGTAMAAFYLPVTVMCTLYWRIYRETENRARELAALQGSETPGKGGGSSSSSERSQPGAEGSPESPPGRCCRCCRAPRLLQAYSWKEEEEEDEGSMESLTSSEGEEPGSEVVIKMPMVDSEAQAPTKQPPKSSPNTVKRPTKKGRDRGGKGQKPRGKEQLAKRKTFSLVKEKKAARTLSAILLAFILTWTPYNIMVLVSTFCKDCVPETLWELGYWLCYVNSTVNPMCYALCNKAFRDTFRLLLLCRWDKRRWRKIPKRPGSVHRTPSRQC
* hit, by the source's call; . = not tested or not shown.

SMILES	S1P3 agonist	HEK293 NFkB inh	D1 mod	Jurkat tox 60K	TNAP act DEA	Ec RNAP inh	S1P1 ag pot	M1 agonist	M1 antag
CS(=O)(=O)Nc1ccc(C(=O)N2CCCCC2)cc1	-0.5	14	-0.066	-8	0.9	12	1	1	0.12
CCCn1c(NC(=O)c2ccccc2)nc2ccccc21	-1.7	-8	0.011	22	0.9	-11	-30	-0.062	-0.27
CC(=O)c1ccc(N2C(=O)NC3(CCCCC3)C2=O)cc1	-1.6	7	0.13	2	0.9	4	4	-0.45	0.87
Cc1ccc(-c2sc(C)nc2CC(=O)O)cc1	1.0	17	0.18	0	0.9	-1	-47	0.14	0.035
CCCCn1c(CN2CCN(CCO)CC2)nc2ccccc21	-0.9	11	1	5	0.9	3	-13	-0.44	-0.061
O=C(NC1CCCCCC1)C1CCN(S(=O)(=O)c2cccc3cccnc23)CC1	-0.9	21	.	-12	1	0	-25	0.47	0.012
Cc1ccccc1COc1ccc(/C(O)=C2/C(=O)C(=O)N(CCCn3ccnc3)C2c2ccco2)cc1 (configuration not stated)	-3.7	.	.	.	0.9	3	2	-0.004	-0.3
Cc1ccc(S(=O)(=O)N2CCN(C(=O)CSc3nc4ccccc4c(=O)[nH]3)CC2)c(C)c1	0.0	0	0.0042	-3	1	-3	5	0.081	-0.51
COC(=O)COc1ccc(S(=O)(=O)Nc2ccc3c(c2)OCO3)cc1	-1.5	8	0.014	0	0.9	5	15	-1.4	0.025
Cc1cc2oc(=O)c3c(c2cc1OCc1nn[nH]n1)CCCC3	-1.2	14	0.2	-2	0.9	-10	-1	-0.45	0.34
CCCC(=O)c1cc(F)c(N2CCN(CCC#N)CC2)cc1C	.	19	0.8	.	0.9	-1	.	-0.24	-0.039
CC1CCN(CCCNC(=O)C2CCN(S(=O)(=O)N3CCCCC3)CC2)CC1	-1.2	21	-0.59	2	1	7	1	-0.12	-0.16
COC(=O)c1ccccc1S(=O)(=O)NC(=O)c1ccccc1	0.8	2	-0.48	0	0.8	5	-25	1	0.21
O=c1c2cnn(-c3ccccc3)c2ncn1/N=C/c1ccncc1	0.2	16	0.4	6	0.9	10	15	-0.74	0.33
COc1ccc(NC(=O)Cn2nnc(-c3ccccc3NC(=O)c3cccs3)n2)cc1	-0.7	-4	0.25	-2	1	8	26	0.41	-0.29
O=C1CCC(=O)N1CN(C(=O)c1ccco1)c1ccccc1	-0.1	7	-0.16	-4	0.9	5	-6	-0.4	-0.49
O=C(CN1C(=O)CCC1=O)Nc1nc2c(F)cc(F)cc2s1	0.3	-10	0.88	0	0.9	5	-2	-1.3	1.2
Cn1c(SCC(=O)NCc2ccco2)nnc1-c1ccc(S(=O)(=O)N2CCOCC2)cc1	-1.1	13	0.86	5	1	-4	4	-0.018	-0.41
CNc1nc(C)c(C#N)cc1C(C)=O	-2.1	.	.	.	0.9	.	-11	-0.51	0.12
CC(=O)Nc1ccc(NC(=O)c2c(C)nc3ccccn23)cc1	-0.5	10	0.19	-3	0.9	8	-2	-0.74	1.9
COCCNC(=O)CSc1nc2ccc(N3CCOCC3)cc2c(=O)n1CCc1ccccc1	.	14	0.2	.	0.9	1	.	0.48	0.39
CC1(C)CC(=O)c2sc(N)nc2C1	-0.5	2	-0.28	-8	0.9	10	3	-1.5	0.66
COc1ccccc1-c1nnc(SCC(=O)OC(C)C)o1	-0.9	2	-1.2	0	0.9	-1	0	-0.48	-0.1
CC(=O)NCC1=C(NC(C)=O)C2CC1C(C)(C)C2C (configuration not stated)	-0.5	0	-0.0073	-8	0.9	6	-23	2.4	1.4
CCSc1ncnc2c1oc1ccccc12	-0.8	15	12*	1	0.9	4	-16	-0.01	0.064

Fetched one by one from the list above, 2 records:
SMILES	S1P3 agonist	HEK293 NFkB inh	D1 mod	Jurkat tox 60K	TNAP act DEA	Ec RNAP inh	S1P1 ag pot	M1 agonist	M1 antag
CNc1nc(C)c(C#N)cc1C(C)=O	-2.1	.	.	.	0.9	.	-11	-0.51	0.12
COC(=O)COc1ccc(S(=O)(=O)Nc2ccc3c(c2)OCO3)cc1	-1.5	8	0.014	0	0.9	5	15	-1.4	0.025

6 entries from above, sorted by the number in D1 mod, low to high:
| SMILES | D1 mod |
| --- | --- |
| CC1CCN(CCCNC(=O)C2CCN(S(=O)(=O)N3CCCCC3)CC2)CC1 | -0.59 |
| O=C1CCC(=O)N1CN(C(=O)c1ccco1)c1ccccc1 | -0.16 |
| CC(=O)Nc1ccc(NC(=O)c2c(C)nc3ccccn23)cc1 | 0.19 |
| Cc1cc2oc(=O)c3c(c2cc1OCc1nn[nH]n1)CCCC3 | 0.2 |
| COc1ccc(NC(=O)Cn2nnc(-c3ccccc3NC(=O)c3cccs3)n2)cc1 | 0.25 |
| CCSc1ncnc2c1oc1ccccc12 | 12* |

A draw from above in order of molecular weight, low to high:
SMILES	S1P3 agonist	HEK293 NFkB inh	D1 mod	Jurkat tox 60K	TNAP act DEA	Ec RNAP inh	S1P1 ag pot	M1 agonist	M1 antag
CC(=O)NCC1=C(NC(C)=O)C2CC1C(C)(C)C2C (configuration not stated)	-0.5	0	-0.0073	-8	0.9	6	-23	2.4	1.4
COc1ccccc1-c1nnc(SCC(=O)OC(C)C)o1	-0.9	2	-1.2	0	0.9	-1	0	-0.48	-0.1
Cc1ccc(S(=O)(=O)N2CCN(C(=O)CSc3nc4ccccc4c(=O)[nH]3)CC2)c(C)c1	0.0	0	0.0042	-3	1	-3	5	0.081	-0.51

Continued.
SMILES	S1P3 agonist	HEK293 NFkB inh	D1 mod	Jurkat tox 60K	TNAP act DEA	Ec RNAP inh	S1P1 ag pot	M1 agonist	M1 antag
O=C(c1cccc(Cl)c1)N1CCN(C(=O)c2ccco2)CC1	0.1	14	-0.27	6	0.9	9	-9	-0.063	0.08
CC1(C)C(=O)C2(CCCC2)C(=O)OC1c1ccco1 (configuration not stated)	-1.2	8	0.34	-2	0.9	10	8	-0.97	-0.45
CCOC(=O)C1[C@H]2C(=O)N(CCCOC)C[C@]23C=C[C@H]1O3 (some centres not stated)	-0.1	-7	-0.22	-8	0.9	2	-19	-0.047	-0.35
CC(=O)Nc1ccc(C(=O)Nc2ccc(S(=O)(=O)N3CCCC3)cc2)cc1	-1.3	10	-0.71	2	0.9	9	-9	-0.0021	-0.82
Cc1ccc(S(=O)(=O)N2CCCCC2)cc1C(=O)Nc1ccc2cn[nH]c2c1	-0.7	22	1.9	9	1	1	34	-0.5	-0.68
CCc1nn(C(C)C(=O)NC(C)CCc2ccco2)c(=O)c2cc3occc3n12 (configuration not stated)	0.3	7	-0.23	-4	0.9	3	19	-0.29	0.46
CCOC(=O)c1ccc(N2CSC3=C(C#N)C(c4ccc(OC)cc4OC)CC(=O)N3C2)cc1 (configuration not stated)	-0.7	0	0.0079	6	0.9	5	-8	0.83	-1.3
N#Cc1cn(-c2ccccc2)nc1-c1ccc2c(c1)OCCO2	-0.3	-44	1.1	-5	0.9	8	.	.	.
CC1Cc2cc(C3(O)C(=O)c4ccccc4C3=O)ccc2N1 (configuration not stated)	-0.7	5	.	-1	0.8	13	-13	-0.47	-0.19
O=C(Nc1ccc2c(c1)OCCO2)c1ccc(Br)c(S(=O)(=O)N2CCOCC2)c1	-2.1	8	0.017	12	1	-2	-6	11*	-0.65
CCCCC(=O)Nc1ccc(NC(=O)c2ccccc2OC)cn1	0.2	14	.	0	1	2	27	-0.23	1.2
Cc1nnc(SCC(=O)N(C)Cc2ccccc2)[nH]c1=O	-0.6	21	.	-10	1	0	-4	-1.3	-0.13
COc1ccc(-c2nc(C#N)c(N3CC(C)OC(C)C3)o2)cc1OC (configuration not stated)	-0.7	11	0.26	-11	0.9	-3	-6	-0.29	0
N#Cc1nc(COc2ccc(F)cc2)oc1NCCN1CCOCC1	.	8	-0.57	.	0.9	7	.	-0.15	-0.83
CC(NCCC(c1ccccc1)c1ccccc1)c1ccccc1 (configuration not stated)	-4.5	.	-0.44	.	0.9	0	5	-0.84	-3
CCC(c1nnnn1CCOC)N1CCN(c2cccc(C(F)(F)F)c2)CC1 (configuration not stated)	0.0	12	0.015	4	0.9	6	2	0.4	1.1
CCCCOC(=O)Nc1nc(CC(=O)OCC)cs1	-1.5	3	.	-2	0.9	2	-10	.	.
CCCCNC(=O)CS(=O)Cc1nc(-c2ccc(C)cc2)oc1C (configuration not stated)	0.4	-4	2.1	-16	1	5	-19	0.41	-0.085
COC(=O)c1cc(NC(=O)Cn2c(=O)cnc3ccccc32)cc(C(=O)OC)c1	-1.1	10	0.092	-8	0.9	5	9	-0.56	0.78
N#Cc1nc(-c2cccs2)oc1NCCN1CCOCC1	0.2	.	.	.	0.9	13	-4	0.086	1.1
Cc1ccc2cc(CCNC(=O)C(C)C)c(=O)[nH]c2c1	0.3	2	.	0	0.9	0	-10	-0.27	0.18
COC(=O)c1ccc(Nc2cc(C)nc3ncnn23)cc1	-0.3	14	-0.13	-1	0.9	5	3	0.51	0.34
Nc1nnc(CSc2ccc(Cl)cc2)s1	-1.5	.	-0.0039	.	0.9	6	-6	-0.091	0.9
Cc1ccc2nc(NC(=O)c3cccs3)sc2c1	.	-60	-2.8	.	0.9	5	.	0.91	1
Cc1ccc(C)c(N(C(=O)CCC(=O)Nc2cc(C)on2)C(C(=O)NC2CCCC2)c2ccco2)c1 (configuration not stated)	0.0	25	-0.63	-5	0.9	7	15	-0.59	-0.82
SMILES	S1P3 agonist	HEK293 NFkB inh	D1 mod	Jurkat tox 60K	TNAP act DEA	Ec RNAP inh	S1P1 ag pot	M1 agonist	M1 antag
Cc1sc(NC(=O)CSc2nnc(-c3ccccc3)o2)c(C#N)c1C	-0.6	7	0.27	12	0.9	10	-18	0.083	-0.077
COc1cccc(N(C(=O)c2ccco2)C(C(=O)NC2CCCC2)c2cccnc2)c1 (configuration not stated)	-0.3	15	-0.25	-6	0.9	3	-8	-0.46	0.16
CC1Cc2ccccc2N1C(=O)CSc1nnc(-c2ccc(S(=O)(=O)N3CCCC3)cc2)o1 (configuration not stated)	-0.3	2	-0.74	3	0.9	8	-25	-0.62	-0.04
CCOc1cccc(NC(=O)C2CC(=O)N(C)C(=Nc3cccc(F)c3)S2)c1 (configuration not stated)	-0.7	11	.	5	0.9	7	8	.	.
CCOC(=O)C(C)Oc1nc(Oc2ccccc2)nc(N(C)C)n1 (configuration not stated)	0.3	.	.	.	0.9	.	2	0.016	0.039
Cc1ccc(F)c(NC(=O)C2CCCCC2C(=O)O)c1 (configuration not stated)	-0.7	7	-0.3	-5	0.9	3	-22	0.035	-0.49
CCOC(=O)Cn1c(C)c(C#N)c2ccccc21	0.3	10	0.38	-4	0.9	1	-1	0.56	-0.017
N#C/C(=C(/O)COC(=O)CCc1ccc(S(=O)(=O)N2CCOCC2)cc1)c1nc2ccccc2[nH]1	0.4	-8	-0.24	1	0.8	5	-12	-0.8	0.11
O=C(O)c1ccccc1OCCOc1ccccc1C(=O)O	-0.7	-16	0.12	-2	0.9	0	4	0.83	-0.52
COc1nccc(Nc2ccccc2)c1C#N	-1.0	-2	6.6*	2	1	4	-10	-0.24	0.44
COc1cccc(-n2nnnc2SCC(=O)c2ccc(NC(C)=O)cc2)c1	-1.6	19	0.27	0	1	-10	-3	-0.34	0.57
N=c1c(C(=O)NCc2ccc(F)cc2)cc2c(=O)n3ccccc3nc2n1CCCN1CCOCC1	6.5	24	-0.25	10	0.8	-34	-85	-0.46	-0.12
